# Kir21 inh: blocks the mouse Kir2.1 inward-rectifier potassium channel; P35561; HEK293-Kir2.1, FluxOR thallium flux fluorescence; stronger effect = lower value; B-score at 10 µM; actives 0.85% (n = 310,000); AID 1672;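 active means fluorescence ratio B-score at or below minus 3 SD of library scores, with starting-brightness B-score within 2 SD, cut at about -4.2 in these data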;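 further: channel flux triggered by added potassium and thallium sulfate stimulus; B-score of peak minus minimum fluorescence over baseline after thallium stimulus; more negative B-score means stronger Kir2.1 block with less thallium influx; some compounds called inactive have numbers as strong as hits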
# KCNQ2 block: KCNQ2 channel blockers in CHO-K1 cells – cell-based, FluxOR thallium flux, B-score, primary screen (AID 2156) | 20 min; stronger effect = lower value | O88943 | actives 1.1% (n = 310,000) | B-score at 10 µM;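 active means fluorescence ratio B-score at most minus 3 library SDs, with starting brightness B-score within 2 library SDs, cut at about -5.5 in these data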
# Target sequence (O88943 whole entry, looked up): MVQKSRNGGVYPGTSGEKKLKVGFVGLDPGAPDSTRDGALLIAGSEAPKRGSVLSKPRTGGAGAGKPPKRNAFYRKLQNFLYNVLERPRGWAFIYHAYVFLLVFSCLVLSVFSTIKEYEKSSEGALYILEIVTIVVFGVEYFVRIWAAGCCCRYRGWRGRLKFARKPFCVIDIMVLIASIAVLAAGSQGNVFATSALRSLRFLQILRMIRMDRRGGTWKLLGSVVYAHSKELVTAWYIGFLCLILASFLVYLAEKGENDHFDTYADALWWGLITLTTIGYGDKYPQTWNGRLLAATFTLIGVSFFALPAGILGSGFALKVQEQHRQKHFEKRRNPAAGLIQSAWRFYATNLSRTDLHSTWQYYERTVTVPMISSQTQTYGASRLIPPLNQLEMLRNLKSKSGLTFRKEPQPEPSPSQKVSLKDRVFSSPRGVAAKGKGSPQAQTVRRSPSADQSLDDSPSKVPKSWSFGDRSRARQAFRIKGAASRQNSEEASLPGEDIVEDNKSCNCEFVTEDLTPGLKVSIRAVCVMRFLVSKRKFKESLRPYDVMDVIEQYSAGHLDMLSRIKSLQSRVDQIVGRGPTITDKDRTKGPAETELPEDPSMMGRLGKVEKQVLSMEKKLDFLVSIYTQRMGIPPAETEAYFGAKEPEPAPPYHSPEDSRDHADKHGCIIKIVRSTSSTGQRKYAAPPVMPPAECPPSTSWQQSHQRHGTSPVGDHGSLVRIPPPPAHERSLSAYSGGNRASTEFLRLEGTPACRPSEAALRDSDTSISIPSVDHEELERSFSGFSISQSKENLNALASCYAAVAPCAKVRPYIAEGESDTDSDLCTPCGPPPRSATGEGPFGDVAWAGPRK
# Numbers without * were called inactive; i = inactive. Rows were taken by chance; about 1.9% have a hit in one of these screens.
Kir21 inh | KCNQ2 block | Structure
1.4 | i | COc1cc(C(C)=O)ccc1OCC(O)CN1CCN(c2ccccc2)CC1 (stereo not drawn)
0.47 | i | COC(=O)c1cc(=O)n(Cc2ccc(OC)c(OC)c2)c(=Nc2ccc(F)cc2)s1
0.26 | i | CCC(=O)N1CCc2cc(S(=O)(=O)N3CCc4ccccc43)ccc21
1.2 | i | CC1CCCC(C)N1/N=C/c1ccccc1F (stereo not drawn)
0.09 | i | Nc1ccc(C(=O)Nc2nccs2)cc1
-0.47 | i | CC1CN(C(=O)c2ccc(COc3ccccc3Cl)o2)CC(C)O1 (stereo not drawn)
0.84 | i | CC(=O)c1cccc(Nc2nc(-c3ccccc3)cs2)c1
0.17 | i | O=C(O)CCc1ccc(-c2ccccc2)n1CC(=O)O
-1.8 | i | CCCCN1C[C@H](Cc2ccccc2)[C@@H](CC(=O)NCc2ccc(OC)cc2)C1=O
1.4 | i | CC(C)(C)n1ncc2c(=O)n(CC(=O)Nc3ccccc3)cnc21
-0.08 | i | O=C(O)C1C2C=CC(C2)C1C(=O)NCCCN1CCOCC1 (stereo not drawn)
2.3 | i | Cc1ccc(NC(=S)NCc2cccnc2)cc1
0.16 | i | CN1C(=O)N(C)C2(CC1(C)C)CC(C)(C)N(C)C(=O)N2C
0.56 | i | CCOc1ncccc1C(=O)OCC(=O)NCc1ccc2c(c1)OCO2
1 | i | O=C(Nc1ccc(C(=O)N2CCCCC2)cc1)Nc1cccc(Cl)c1
-1.4 | i | Cc1c(C(=O)NCc2ccco2)oc2ccc(S(=O)(=O)N3CCC4(CC3)OCCO4)cc12
-0.06 | i | O=C(Nc1ccccc1)Nc1ccccc1C(=O)NCCCN1CCOCC1
0.07 | i | CCN(CC)CCN(C(=O)c1ccc(N2C(=O)CCC2=O)cc1)c1nc2cc3c(cc2s1)OCO3
-3.8 | i | O=C(NCCCN1CCCC1)c1ccc2c(c1)N(Cc1cccc(Cl)c1)C(=O)c1ccccc1S2=O (stereo not drawn)
-0.12 | i | Cc1cc(C)n(C(=O)c2ccc(C)c(F)c2F)n1
-0.22 | i | Cc1cc(Cl)c(S(=O)(=O)Nc2cc(S(=O)(=O)N3CCOCC3)ccc2F)cc1OCC(N)=O
-1.8 | i | O=C(Cc1n[nH]c(=O)c2ccccc12)NCc1ccc(Cl)cc1
-0.32 | i | CCCC1=C/C(=C/c2ccc(-c3ccccc3OC)o2)C(=O)O1
0 | i | CCOc1ccc(NC(=O)CC2S/C(=N/N=C3CCCCCC3)NC2=O)cc1 (stereo not drawn)
-0.48 | i | COc1ccc(NC(=O)Cn2nnc(-c3ccccc3NS(=O)(=O)c3ccccc3)n2)cc1
0.08 | i | CCN1CCN(CC(O)COCc2ccccc2)CC1 (stereo not drawn)
0.05 | i | Cc1ccc(NC(=O)C2CCN(S(C)(=O)=O)CC2)c(C)c1
0.26 | i | O=C(COc1ccc2c(-c3ccccc3)cc(=O)oc2c1)NCC1CCC(C(=O)O)CC1 (stereo not drawn)
-3.8 | i | Cc1cc(C)n(C(=O)C(C(=O)c2ccccc2)C(C)C)n1 (stereo not drawn)
1.4 | i | Cc1nn(Cc2c(F)c(F)c(F)c(F)c2F)c(C)c1NC(=O)c1ccc(COc2cc(Cl)ccc2Cl)cc1

# Entries listed so far with a halogen:
Kir21 inh | KCNQ2 block | Structure
0.47 | i | COC(=O)c1cc(=O)n(Cc2ccc(OC)c(OC)c2)c(=Nc2ccc(F)cc2)s1
1.2 | i | CC1CCCC(C)N1/N=C/c1ccccc1F (stereo not drawn)
-0.47 | i | CC1CN(C(=O)c2ccc(COc3ccccc3Cl)o2)CC(C)O1 (stereo not drawn)
1 | i | O=C(Nc1ccc(C(=O)N2CCCCC2)cc1)Nc1cccc(Cl)c1
-3.8 | i | O=C(NCCCN1CCCC1)c1ccc2c(c1)N(Cc1cccc(Cl)c1)C(=O)c1ccccc1S2=O (stereo not drawn)
-0.12 | i | Cc1cc(C)n(C(=O)c2ccc(C)c(F)c2F)n1
-0.22 | i | Cc1cc(Cl)c(S(=O)(=O)Nc2cc(S(=O)(=O)N3CCOCC3)ccc2F)cc1OCC(N)=O
-1.8 | i | O=C(Cc1n[nH]c(=O)c2ccccc12)NCc1ccc(Cl)cc1
1.4 | i | Cc1nn(Cc2c(F)c(F)c(F)c(F)c2F)c(C)c1NC(=O)c1ccc(COc2cc(Cl)ccc2Cl)cc1

# Further records follow.
Kir21 inh | KCNQ2 block | Structure
1.5 | i | Cc1cc(NC(=O)c2cnn3cccnc23)no1
1.3 | i | COc1cc(NC2c3ccccc3C(=O)N2Cc2ccccc2Cl)cc(OC)c1OC (stereo not drawn)
0.15 | i | CCC1Oc2ccccc2N(CC(=O)NCc2cccs2)C1=O (stereo not drawn)
-0.03 | i | CC(=O)Nc1sc2c(c1CN1CCN(c3ccccn3)CC1)CCCC2
-4.1 | i | O=C(CN1CCCC1)Nc1ccccc1Sc1ccc(Cl)cc1
-1.3 | i | CCOC(=O)C1=C(C)OC(N)=C(C#N)C1c1cc2c(cc1Br)OCO2 (stereo not drawn)
0.65 | i | O=C(O)C(NS(=O)(=O)c1cccc2nsnc12)c1ccccc1 (stereo not drawn)
0.5 | i | COc1ccc(NC(=O)Nc2cccs2)cn1
-1.2 | i | Cn1c(Cn2c(=O)sc3ccccc32)nnc1SCC(=O)Nc1ccc2c(c1)OCO2
-0.62 | i | O=C(O)CSc1nc(SCc2ccccc2Cl)nc2c1CCCC2
-0.83 | i | CS/C(=N\S(=O)(=O)c1ccc(N)cc1)NS(=O)(=O)c1cccs1
-2.9 | i | CN(C)CCCN(C(=O)c1sc2ccccc2c1Cl)c1nc2ccc(F)cc2s1
0.5 | i | O=C(CSc1nc(-c2cccs2)cc(C(F)(F)F)n1)NCCCN1CCOCC1
1.1 | i | O=C(O)c1cccc(S(=O)(=O)Nc2ccccc2C(=O)NCCc2ccccc2)c1
0.61 | i | COc1cccc(C2CN(c3ccc(F)cc3F)N=C2c2cccs2)c1OC (stereo not drawn)
0.85 | i | Cc1ccc(CNC(=O)COC(=O)c2cnc(C)cn2)cc1
-1.2 | i | Cc1nc2ccccc2n1CC(O)Cn1c(C(F)(F)F)nc2ccccc21 (stereo not drawn)
-1.6 | i | Cc1ccc(S(=O)(=O)N(C)c2ccc(OCC(=O)N3CCCCC3)cc2)cc1
1.1 | i | CC(OC(=O)C1=COCCO1)C(=O)Nc1ccc(Cl)cn1 (stereo not drawn)
-0.02 | i | COc1ccc(/C=C/C(=O)Oc2ccc(C)cc2)cc1
-2.1 | i | N/C(CN1CCCCC1)=N\S(=O)(=O)c1cc(Cl)cc(Cl)c1
0.93 | i | O=C(/C=C/c1ccc(F)cc1)NCCc1ccc2c(c1)OCCO2
0.48 | i | CCS(=O)(=O)c1ccc2oc(SCC(=O)NCCc3ccc(OC)cc3)nc2c1
-1.1 | i | O=C(Cn1nc(Cc2cccnc2)c2ccccc2c1=O)Nc1ccccc1F
-2.6 | i | CCC(C)NC(=O)CNC(=S)N(CCCN1CCOCC1)Cc1cccs1 (stereo not drawn)
0.63 | i | O=C(N/N=C/c1cccc(F)c1)c1cc(-c2ccco2)nc2ccccc12
-3.8 | i | CCOc1cc(CNCc2cc(OC)cc(OC)c2)ccc1OC
-1.6 | i | COc1ccc([N+](=O)[O-])cc1Nc1c2ccccc2nc2ccccc12
2.1 | i | Cc1cc(C)nc(SCCN2CCOCC2)n1
-6.1* | i | Cc1ccc(S(=O)(=O)CC(O)COc2ccc(F)cc2Cl)c(C)c1 (stereo not drawn)
1.9 | i | CCOC(=O)c1cccc(NC(=O)C2CCN(S(=O)(=O)c3cnc[nH]3)CC2)c1
-0.02 | i | O=C1c2cc(O)c(O)cc2S(=O)(=O)C1c1ccccc1 (stereo not drawn)
1.1 | i | CC(Oc1ccc(C(=O)c2ccc(F)cc2)cc1)C(=O)N1CCOCC1 (stereo not drawn)
-1.1 | i | COC(=O)c1ccc(CN2CCC(CO)(Cc3cccc(OC)c3)CC2)cc1
-0.77 | i | CCOC(=O)C(=NCCOC)NNc1cc(Cl)ccc1Cl
0.01 | i | Oc1ccc(Cl)cc1N=Cc1sc2ccccc2c1Cl
0.07 | i | Cc1cccc(N2CSC3=C(C#N)C(c4ccc(C)o4)CC(=O)N3C2)c1 (stereo not drawn)
0.49 | -5.9* | CCN(CC)C(=O)/C(=C/c1ccc2c(c1)OCO2)NC(=O)c1ccc(Br)cc1
-0.35 | i | O=C(Nc1ccc2nsnc2c1)NC1CCCCC1
-0.08 | i | COc1c(/C=N/Nc2ccc(C(=O)O)cc2)c(CCN(C)C(C)=O)cc2c1OCO2
-0.98 | i | O=C(NCCN1C(=O)S/C(=C\c2cccnc2)C1=O)C1=NN(c2ccccc2)C(=O)CC1
-0.59 | i | c1ccc(C2=NNC(=NC3CC3)SC2)cc1
0.89 | i | [O-]/[N+](=C/c1ccc(F)cc1)c1ccc(Cl)cc1
-1.2 | i | O=C1N(C2CCCC2)C[C@@H]2C[C@@H](c3cccn3-c3ccccn3)N3CCC[C@@]123
0.18 | i | COC(C[C@@H]1O[C@@H]1[C@H](O)[C@H](C)OCc1ccccc1)OC
-0.32 | i | O=C(O)c1ccccc1C(=O)c1ccc(Br)s1
-0.86 | i | C=CCNC(=O)C1CCN(c2ccc(S(=O)(=O)N3CCOCC3)cc2Cl)CC1
0.23 | i | CN(C(=O)COC(=O)CCC1CCCCC1)c1c(N)n(Cc2ccccc2)c(=O)[nH]c1=O
1.8 | i | COc1ccc(/C=C(/Sc2nnc(-c3ccc(Cl)cc3)o2)C(=O)O)cc1
-0.04 | i | CCCCCn1c(=O)c(Cc2ccccc2)c(O)c2ccccc21
-2.6 | i | CCOc1cc(-c2noc(N)c2C#N)cc(OCC)c1OCC
2.4 | i | COc1ccccc1CNC(=O)C/C(C)=N/NC(=O)Cc1ccccc1
0.59 | i | O=C(O)CCCNS(=O)(=O)c1ccc(NCc2ccccc2)c(C(=O)O)c1
1.9 | i | O=C(CN1C(=O)c2ccccc2C1=O)N1CCN(C(=O)c2ccco2)CC1
0.28 | i | Cc1c(C#N)c2ccccc2n1CC(=O)N1CCCC1
0.66 | i | O=[N+]([O-])c1ccc(O)c(/C=N/n2c(CO)nc3ccccc32)c1
0.73 | i | O=C(NCc1cccs1)C(=O)c1cn(CC(=O)N2CCCC2)c2ccccc12
0.02 | i | COc1cc2cc(CN(CCCN3CCOCC3)Cc3nnnn3Cc3ccccc3)c(=O)[nH]c2cc1OC
-0.57 | i | CC(=O)Oc1ccc(C(=O)Nc2ccccc2NC(=O)c2ccc(OC(C)=O)cc2)cc1
0.81 | i | CC(C)(C)n1nnnc1C(c1ccc(F)cc1)N1CCN(Cc2ccc3c(c2)OCO3)CC1 (stereo not drawn)

# 2 entries picked at random from the list so far, as already listed:
Kir21 inh | KCNQ2 block | Structure
0.59 | i | O=C(O)CCCNS(=O)(=O)c1ccc(NCc2ccccc2)c(C(=O)O)c1
0.02 | i | COc1cc2cc(CN(CCCN3CCOCC3)Cc3nnnn3Cc3ccccc3)c(=O)[nH]c2cc1OC

# Remaining list, next part.
Kir21 inh | KCNQ2 block | Structure
0.05 | i | Cn1ncc(Cl)c1C(=O)N1CCN(C(=O)c2ccco2)CC1
-1 | i | Cc1ccccc1Nc1nnc(SCC(=O)NC(=O)Nc2ccc3c(c2)OCCO3)s1
0.57 | i | Cc1sc(NC(=O)C2C3CCC(O3)C2C(=O)O)c(C(=O)OC(C)C)c1-c1ccc(Cl)cc1 (stereo not drawn)
0.82 | i | COc1cccc(C(=O)NCCOc2cc(C)cc(C)c2)c1
0.19 | i | O=C(Nc1ccc(S(=O)(=O)N2CCCCC2c2cccnc2)cc1)c1ccccc1F (stereo not drawn)
0.7 | i | NC(=O)COC(=O)c1ccc(-c2ccc(O)cc2)cc1
-0.38 | i | O=C(N/N=C/c1cccnc1)c1ccc(NC(=O)c2ccc(F)cc2)cc1
2 | i | CC(OC(=O)c1cccc(S(=O)(=O)N2CCCCC2)c1)C(=O)NC1CCCCC1C (stereo not drawn)
-0.01 | i | S=c1nc(NCc2cccc(Cl)c2)c2ccccc2[nH]1
0.71 | i | COc1ccc(/C=C(\C#N)C(=O)N=CN(C)C)cc1
-0.75 | i | CC(NC(=O)c1cc(S(=O)(=O)N(C)C)ccc1N1CCCC1)C1CC2CCC1C2 (stereo not drawn)
1.5 | i | O=C(COc1ccc(C(=S)N2CCOCC2)cc1Cl)Nc1ccccc1Cl
0.24 | i | Cc1ccc(C(=O)N2CCC(n3nccc3NC(=O)c3ccccc3C)CC2)cn1
0.98 | i | O=C(Cc1c[nH]c2ccccc12)NCc1ccc2c(c1)OCO2
1 | i | Cc1ccnc(SCCn2c(N3CC(C)CC(C)C3)nc3c2c(=O)n(C)c(=O)n3C)n1 (stereo not drawn)
1.2 | i | COc1cc(CNc2nc3ccccc3n2C)cc(OC)c1OC
0.15 | i | Cc1nc2c(C(=O)NCc3ccccc3Cl)c[nH]n2c(=O)c1Cl
0.42 | i | O=C1CC2c3ccccc3C1C1C(=O)N(Cc3ccccc3)C(=O)C21 (stereo not drawn)
-0.84 | i | COc1ccccc1-c1cnn2c(N3CCOCC3)cc(C)nc12
-0.66 | i | Cc1cnn(C(=O)c2ccccc2Br)c1
-0.89 | i | CS(=O)(=O)c1ccc(-c2nnn(CC(=O)Nc3ccc4c(c3)OCCO4)n2)cc1
0.58 | i | Cc1cc(=O)c2ccccc2[nH]1
0.01 | i | CC1(C)CC[C@]2(C(=O)O)CC[C@]3(C)C(=CCC4[C@@]5(C)CC[C@H](O)C(C)(C)C5CC[C@]43C)C2C1 (stereo partly drawn)
-0.31 | i | C=CCN(C(=O)c1cccc(C(F)(F)F)c1)C1(C(=O)Nc2ccccc2)CCN(C(C)C)CC1
-1.1 | i | CCOC(=O)Cc1csc(NC(=O)C2C3C=CC(C3)C2C(=O)O)n1 (stereo not drawn)
0.85 | i | O=C(NC1CCCCC1)NC1CC2CCCC(C1)N2C1CCCC1 (stereo not drawn)
0.75 | i | COc1ccc(S(=O)(=O)N2CCN(C/C=C/c3ccccc3)CC2)cc1F
0.66 | i | COc1ccc(S(=O)(=O)/C(C#N)=C/Nc2ccccc2F)cc1
